Source: PubChem
Hsp90 inh: displaces geldanamycin probe from tumor Hsp90; 64,000 compounds, 0.35% hits; inhibition, % at 30 µM; P07900; NCI-N417 lysate Hsp90, Cy3B-geldanamycin FP displacement;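 active = inhibition above 50%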;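 also: 0% = tracer plus lysate wells and 100% = tracer alone without lysate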
NADH coupling: blocks coupling enzymes of NAD/NADH assays; 65,000 compounds, 0.02% hits; AID 774; IC50, µM (top dose mostly 10 µM), for the others: top-dose inhibition; coupled PK/LDH NADH assays, four targets;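 active = single-dose screening hits from any of four coupled enzyme assays that gave an IC50 when retested across doses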;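 also: the DPM-DC format reads NADH fluorescence rather than 340 nm absorbance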
HTR1A agonist: activates the human 5-HT1a serotonin receptor | P08908 | CHO 5-HT1a Ga15 NFAT-bla reporter, FRET ratio; 0% basal, 100% maximal reference agonist | activation, % at 10 µM | 65,000 compounds, 0.56% hits | AID 567;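 active = activation above the screen-wide mean activation plus 3 SD, cut at about 19% in these data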;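 also: 0% = DMSO wells and 100% = 5-CT at EC100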
Target sequence (P08908 whole entry, looked up): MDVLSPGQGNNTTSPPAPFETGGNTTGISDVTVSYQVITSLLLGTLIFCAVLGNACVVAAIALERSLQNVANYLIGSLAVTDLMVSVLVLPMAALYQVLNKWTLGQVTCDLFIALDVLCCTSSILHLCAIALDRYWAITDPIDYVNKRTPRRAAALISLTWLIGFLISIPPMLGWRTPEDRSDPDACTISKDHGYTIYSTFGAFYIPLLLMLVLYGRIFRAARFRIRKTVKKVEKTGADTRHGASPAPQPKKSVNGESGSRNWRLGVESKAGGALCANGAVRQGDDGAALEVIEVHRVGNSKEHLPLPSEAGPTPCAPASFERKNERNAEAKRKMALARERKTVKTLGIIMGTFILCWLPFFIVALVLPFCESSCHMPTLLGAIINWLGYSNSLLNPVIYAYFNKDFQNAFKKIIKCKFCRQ
E coli RNAP: inhibitors of Escherichia coli RNA polymerase; E. coli RNA polymerase, fluorescence transcription assay; inhibition, %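 (tested at 10 µM)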; 62,000 compounds, 0.2% hits; in the data active = inhibition above about 20%;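 also: 0% = enzyme without compound and 100% = no enzyme blank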
D1 allo mod: allosterically modulates the human D1 dopamine receptor; AID 641; B-score at 10 µM; P21728; HEK293 D1, CRE-luciferase, dopamine EC30 potentiation; actives deviate in either direction; 58,000 compounds, 5.9% hits;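 active = luminescence count or its row- and column-corrected plate score outside the 99.7% band of the plate's sample wells, on either side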
M1 ag: M1 muscarinic receptor agonism; CHO-M1 cells, Fluo-4 calcium fluorescence, agonist mode; stronger effect = higher value; 64,000 compounds, 3% hits; AID 626; B-score at 10 µM;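 active = fluorescence rise, raw or as B-score row- and column-corrected plate score, outside the 99.7% band of its plate's samples, either direction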
HER2 expr 66K: Her2 kinase expression inhibition. P04626. SKBR-3 HER2 protein level, AlphaScreen, 18-24 h; stronger effect = lower value. HER2 level % of control, % at 10 µM. 65,000 compounds, 0.69% hits. AID 645;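 active = HER2 level under 5% of the carrier-only control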;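 also: 100% = DMSO carrier and 0% = 500 nM PU-H71 HSP90 inhibitor; lower value means stronger loss of Her2 protein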
M1 antag: M1 muscarinic receptor (rat) antagonism | P08482 | CHO-M1 cells, Fluo-4 calcium, ACh EC80 antagonist mode; stronger effect = lower value | B-score at 10 µM | 64,000 compounds, 3.4% hits;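 active = calcium fluorescence response, raw or row-and-column corrected B-score, differing from the plate sample mean either way at a set confidence level, mostly lower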
Target sequence (P08482 whole entry, looked up): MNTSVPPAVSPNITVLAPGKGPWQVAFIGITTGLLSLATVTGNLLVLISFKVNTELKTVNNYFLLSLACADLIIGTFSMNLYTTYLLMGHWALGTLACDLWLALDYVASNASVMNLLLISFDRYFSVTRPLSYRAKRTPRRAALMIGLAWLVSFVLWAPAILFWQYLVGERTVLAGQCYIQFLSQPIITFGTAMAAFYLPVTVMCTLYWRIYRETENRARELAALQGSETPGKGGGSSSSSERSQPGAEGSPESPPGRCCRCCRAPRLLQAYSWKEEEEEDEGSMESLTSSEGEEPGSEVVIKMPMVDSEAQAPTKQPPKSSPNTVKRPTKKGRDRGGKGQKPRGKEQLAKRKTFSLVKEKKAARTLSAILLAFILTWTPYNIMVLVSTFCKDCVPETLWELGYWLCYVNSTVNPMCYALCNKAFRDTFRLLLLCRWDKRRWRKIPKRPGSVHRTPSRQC
Autofluor 339: intrinsic fluorescence of library compounds, ex339/em460 – biochemical, MLSMR library, data from DPM-DC assay, artefact control, profiling panel. AID 709. compound autofluorescence, ex339/em460 nm, NADH buffer; stronger effect = higher value; 1 = no-compound wells, NADH background. 65,000 compounds, 5.5% hits. fluorescence fold increase at 10 µM;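 active = at 10 µM, mean starting fluorescence two-fold or more over control wells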;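 also: signal is the first read of a kinetic run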
* marks the source's active call; other numbers are inactive results; x = not tested or not shown. Compounds as they come; any-hit rate near 16%.

canonical_smiles	Hsp90 inh	NADH coupling	HTR1A agonist	E coli RNAP	D1 allo mod	M1 ag	HER2 expr 66K	M1 antag	Autofluor 339
CCOC(=O)C(C)n1cnc2sc3c(c2c1=O)CCC3 (centres undefined)	-11	4%	-0.1	8	0.2	0.07	83	-0.017	1.1
CCOc1ccc2nc(NCCNC(=O)Nc3cccc(C)c3)c(C#N)cc2c1	1	8%	11	7	0.064	-0.4	80	-0.12	1.7
O=S(=O)(c1ccc2ccccc2c1)N1CCCCC1	-3	1%	-1.4	4	0.15	0.69	138	0.97	1
CCOc1ccc(OCC)c(NC(=O)CSc2nc3c(c(=O)n(C)c(=O)n3C)n2CC)c1	0	2%	-0.5	-8	1.7	0.39	84	0.13	1.1
CC(C)(C)OC(=O)N1CCC(C(=O)N2CCOCC2)CC1	3	8%	-2.3	6	x	x	119	x	1.1
COc1ccc(C(=O)C(OC(=O)CNC(=O)c2ccco2)c2ccccc2)cc1 (centres undefined)	-5	11%	-1.3	0	0.091	-0.91	112	0.49	1
COc1ccc(N(CC(=O)N2CCCCC2)S(=O)(=O)c2c(C)nn(C)c2C)cc1	-4	1%	-3.0	7	0.17	-1.4	115	-0.097	1.2
Cc1ccc(C(=O)NCCNS(=O)(=O)c2ccccc2)cc1	x	5%	-0.7	-6	-0.84	0.21	108	-0.08	1
O=c1[nH]c(=O)n(C2CCCCCC2)c(O)c1C=NCc1ccc(F)cc1	-1	2%	2.6	4	3.4	0.84	50	0.23	1.1
CS(=O)(=O)N(CC(=O)N1CCCC1)c1ccc(Cl)c(Cl)c1	x	4%	x	8	1.2	0.039	93	0.17	1.1
CN(C)S(=O)(=O)c1ccc(Oc2ccc(S(=O)(=O)N(C)C)cc2)cc1	0	2%	-1.4	0	-1.2	1.5	89	-0.15	1
CCc1nc2cc(Cl)c(Cl)cc2[nH]1	-8	6%	-0.2	6	-0.79	0.16	105	-0.16	1.1
Cc1cc(C(=O)Nc2sc3c(c2C#N)CCCC3)no1	-1	6%	-1.5	9	-1	-1.9	75	0.51	1.1
O=c1cnc2ccccc2n1CC1CCCCC1	-1	2%	7.4	10	2.4	-0.93	79	0.91	1.1
Cc1ccccc1CS(=O)(=O)Cc1ccc(C(=O)NCCCN2CCOCC2)o1	-3	1%	-0.2	0	0.57	-1.4	88	0.45	1.1
C=CCOc1nc2c(c(=O)n(Cc3ccc(Cl)cc3)c(=O)n2C)n1C	-1	5%	0.6	6	x	0.15	121	-0.088	1.1
CCC(NS(=O)(=O)c1ccc(C)cc1)C(=O)Nc1ccc(NC(C)=O)cc1 (centres undefined)	-5	7%	-1.0	-2	0.63	0.34	114	0.49	1.1
Cn1ccnc1SCC(=O)Nc1ccc2ccccc2c1	-7	1%	-0.3	2	-6.6*	0.047	91	0.24	1.1
O=C(c1ccc(N2CCOCC2)nc1)N1CCOCC1	-4	2%	-0.1	7	-0.59	-1.5	128	-0.27	1.1
Nc1ncnc(Nc2ccccc2C(F)(F)F)n1	-5	1%	-3.6	-12	-0.76	-0.18	117	-0.39	1.1
CC(=O)Nc1ccc(S(=O)(=O)Nc2nc3ccccc3nc2Sc2nncn2C)cc1	x	7%	0.2	5	0.33	43*	68	0.3	1.1
CCC(C)c1c(O)nc(SCC(=O)N2CCOCC2)[nH]c1=O (centres undefined)	-4	10%	-1.1	1	1.5	1.8	115	0.38	1.1
CCN(Cc1ccccc1)C(=O)Cn1cnc2c1c(=O)n(C)c(=O)n2C	1	5%	-1.0	5	x	-0.038	88	-0.23	1.1
CC(C)CC1(C)NC(=O)N(CC(=O)NC(=O)Nc2ccc3c(c2)OCCO3)C1=O (centres undefined)	x	5%	-1.1	6	x	0.014	227	0.013	1.1
O=C(c1ccco1)N1CCN(C(=O)c2ccccc2Oc2ccccc2)CC1	-4	3%	-3.3	8	-0.24	0.28	107	0.56	1.1
O=C(O)c1ccc2c(c1)C(c1ccccc1)OC2=O (centres undefined)	0	6%	0.1	7	-0.092	-0.29	142	-0.087	1.1
Cc1ccc(N2CC(C(=O)N3CCCc4ccccc43)CC2=O)cc1 (centres undefined)	-4	6%	-0.6	-2	0.24	-0.87	105	0.15	1.1
CCOc1ccc(Cc2nnc(SCC(=O)c3ccc(OC)cc3)o2)cc1	x	3%	-0.8	3	-0.048	1.1	119	-0.21	1.2
Cc1ccc(-n2ncc3c(=O)n(CC#N)cnc32)cc1C	-5	7%	-2.5	-1	0.88	1.1	79	0.085	1.1
Nc1cccc2c1C(=O)N(C(=O)c1ccc(S(=O)(=O)N3CCCCCC3)cc1)C2=O	-5	5%	-3.0	6	-0.24	7.5*	70	-0.035	1.8
O=S(=O)(Cc1ccccc1Cl)Nc1ccccn1	4	7%	0.7	9	0.18	0.017	90	-0.32	1.8
CCCCn1c2c(c(=O)n(C)c1=O)C(c1ccc(OC)cc1)N1CCCCCC1=N2 (centres undefined)	-5	5%	2.9	10	2.2	-0.17	33	-1.5	1.3
CCOC(=O)C1=C(C)NC(=O)C(C#N)C1c1ccncc1 (centres undefined)	-4	6%	1.1	-6	-0.13	0.16	113	-0.19	1
CN(C)C(=O)N1CCC(C(=O)NCc2cccs2)CC1	-3	22%	-1.0	3	1.6	-0.11	90	-1.2	0.58
CCCn1c(-c2ccc(F)cc2)cnc1SCC(=O)O	-3	2%	-1.7	6	-0.053	0.14	82	1.4	1
CC1CCN(C(=O)CSc2nc3c(cnn3-c3ccc(Cl)cc3)c(=O)[nH]2)CC1	-3	6%	-0.7	13	2.1	-0.068	96	0.94	1
CCCCCCNS(=O)(=O)c1ccc(OC)c(OC)c1	-1	6%	-3.2	1	0.78	-0.017	92	-0.49	1.1
O=C1c2ccccc2C(=O)N1CCCC(=O)N1CCc2ccccc21	x	2%	x	-4	-0.4	0.14	63	-0.43	1.1
CCN(CC)C(=O)CSc1nnc(-c2cnccn2)n1-c1ccccc1	-2	5%	1.3	5	0.48	x	80	x	1.1
C(=C\c1ccccc1)/CSc1nnc(-c2ccccn2)n1Cc1ccco1	-6	2%	0.8	13	0.9	-1	53	-0.46	1
CCN(CC)S(=O)(=O)c1cccc(-c2nnc(SCCOc3ccccc3C)o2)c1	-2	4%	-1.6	3	x	5.6*	98	-1.2	1.1
Cn1c(N)c(C(=O)COC(=O)CCC(=O)c2cccs2)c(=O)n(C)c1=O	-6	7%	-1.4	0	-1.5	-1.2	87	-0.077	0.88
COCC(=O)N(C)c1nnc(-c2cnccn2)s1	-3	6%	-0.4	4	0.38	-1.2	66	0.41	1.3
CCCc1nc(SCC(=O)Nc2cc(Cl)ccc2OC)c2c(=O)n(C)c(=O)n(C)c2n1	-1	6%	1.0	1	-0.94	0.74	79	-0.25	1.1
Cc1cc2ccccc2n1CCNC(=O)c1ccc(S(=O)(=O)N2CCOCC2)cc1	1	3%	-5.7	1	0.71	8.9*	91	0.18	0.98

Some of these compounds in order of length of the SMILES, low to high:
canonical_smiles	Hsp90 inh	NADH coupling	HTR1A agonist	E coli RNAP	D1 allo mod	M1 ag	HER2 expr 66K	M1 antag	Autofluor 339
COCC(=O)N(C)c1nnc(-c2cnccn2)s1	-3	6%	-0.4	4	0.38	-1.2	66	0.41	1.3
CCCCCCNS(=O)(=O)c1ccc(OC)c(OC)c1	-1	6%	-3.2	1	0.78	-0.017	92	-0.49	1.1
CCOC(=O)C1=C(C)NC(=O)C(C#N)C1c1ccncc1 (centres undefined)	-4	6%	1.1	-6	-0.13	0.16	113	-0.19	1

(further entries)
canonical_smiles	Hsp90 inh	NADH coupling	HTR1A agonist	E coli RNAP	D1 allo mod	M1 ag	HER2 expr 66K	M1 antag	Autofluor 339
CC1CCN(S(=O)(=O)c2ccc(S(=O)(=O)N3CCN4CCCC4C3)cc2)CC1 (centres undefined)	-1	2%	-1.9	3	1.3	-0.036	93	-0.35	1.1
Cc1ncsc1CCOC(=O)c1cccnc1	x	4%	-3.6	0	-1.3	0.036	89	0.066	1
CCOC(=O)C1CCCN(C(=O)c2sc3nc(C)nc(N4CCOCC4)c3c2C)C1 (centres undefined)	0	4%	-0.2	7	-3.4*	-0.069	87	-0.11	1.1
CCOc1cc(-c2nc(-c3ccc(C)nc3OC)no2)cc(OCC)c1OCC	-1	1%	1.9	13	-0.077	0.057	85	0.35	1.1
CCSc1nnc(NC(=O)NCC(F)(F)F)s1	-3	3%	3.6	x	-0.39	-1.3	95	-0.19	1
Cc1ccc(NC(=O)C2CCN(S(=O)(=O)c3cnc[nH]3)CC2)nc1	-1	8%	-1.4	0	-0.85	-0.61	119	0.54	1.1
CN(C(=O)c1ccncc1)C1CC(C)(C)N(O)C(C)(C)C1	35	2%	-1.5	21*	-0.42	0.38	90	-0.98	1
Cn1nnnc1SCC(=O)NC(C)(C)C	x	9%	0.8	7	1.2	0.64	66	-0.098	1.1
CCOCCCN1C(=O)CN(C2CCCCCC2)C(=O)C1c1ccc(OC)cc1 (centres undefined)	-3	14%	2.4	3	-0.29	-0.42	90	0.23	0.71
Cn1nc(OCCOc2ccccc2)ccc1=O	-1	4%	-1.4	1	0.047	-0.55	105	0.66	1.1
CCOc1ccc(C(=O)NCc2cccs2)cc1	-9	1%	-0.8	2	1.9	0.3	62	-0.093	1.1
Cc1cc(C(=O)CSc2nnc(-c3ccccc3F)o2)c(C)n1Cc1cccs1	x	4%	-3.5	1	x	-0.61	175	-0.33	1
CN(C(=O)C1CCN(S(=O)(=O)c2cccs2)CC1)C1CCCCC1	-1	3%	-2.3	-3	0.77	0.021	98	0.0011	1
O=C(OCC(O)C(O)COC(=O)c1ccccc1)c1ccccc1 (centres undefined)	-1	5%	-0.3	x	0.18	-0.28	95	-0.051	1.1
Cc1cc2n(n1)C(c1ccccc1Cl)Nc1ccccc1-2 (centres undefined)	-5	3%	-0.4	-1	14*	2.5*	99	-0.042	1.4
COc1ccc(-n2ncc3c(NCc4ccco4)ncnc32)cc1	-3	2%	0.1	4	-0.94	0.23	102	-0.011	1.2
CCOC(=O)c1sc(NC(=O)CSc2ccccn2)c(C#N)c1C	-2	2%	-0.5	9	-0.16	-0.36	96	0.56	1.1
